Luciferase inh – blocks Photinus pyralis firefly luciferase activity. P08659. purified firefly luciferase, luminescence, 8 min. Potency, µM (top dose mostly 57.1 µM), without a hit: top-dose activity change, negative = inhibition, most hits filed as inhibitors. 72,000 tested, 2.2% active. AID 411; note: potency is the fitted concentration of half-maximal effect; % is set by controls: 0 for no effect and ±100 for the full control effect; nearly all actives have a fitted effect of over 40% in size
Target sequence (P08659 whole entry, looked up): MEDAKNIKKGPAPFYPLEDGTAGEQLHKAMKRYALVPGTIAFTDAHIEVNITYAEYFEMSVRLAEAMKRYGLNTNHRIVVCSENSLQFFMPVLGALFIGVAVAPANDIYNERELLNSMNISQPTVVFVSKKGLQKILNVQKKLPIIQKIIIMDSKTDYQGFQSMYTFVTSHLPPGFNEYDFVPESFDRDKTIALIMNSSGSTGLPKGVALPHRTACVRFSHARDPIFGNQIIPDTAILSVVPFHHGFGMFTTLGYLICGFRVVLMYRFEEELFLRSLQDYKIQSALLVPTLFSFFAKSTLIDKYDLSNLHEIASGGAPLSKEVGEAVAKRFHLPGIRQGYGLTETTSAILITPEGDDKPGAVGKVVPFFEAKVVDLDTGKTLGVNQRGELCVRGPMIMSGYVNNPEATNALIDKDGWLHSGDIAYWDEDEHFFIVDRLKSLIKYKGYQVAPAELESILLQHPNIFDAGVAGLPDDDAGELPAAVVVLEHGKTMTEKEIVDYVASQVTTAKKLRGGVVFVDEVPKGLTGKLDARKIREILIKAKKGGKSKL
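Titration-based qHTS; buffer 50 mM imidazole pH 7.2, 50 mM KCl, 7 mM MgCl2, 10 uM ATP, 0.01% Tween 20, 0.05% BSA; luciferase/luciferin detector mix added after compound; 8 min, ambient; luminescence.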
Epigenetic mod – derepresses silenced GFP locus in mouse C127i cells; mouse C127i GFP locus derepression, cytometry, 30 h; Potency, µM (series often up to 46.1 µM), for the others: at the top dose GFP derepression (activation); 68,000 tested, 0.09% active; AID 597; note: % of control where 0% means no effect
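Murine C127i mammary cells carrying a silenced, stably integrated CMV-driven GFP reporter were treated with compound for 30 hours at 37 C. After PBS washes, GFP-positive cells were counted by laser-scanning microplate cytometry.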
* hit, by the source's call; [ ] = another dose, or the depositor's remark. Calls come from the whole dose curve; as a rule, active = well fitted curve in the direction sought with a large enough effect; inconclusive = small, poorly fitted or top-dose-only effect, or another doubt; inactive = no such curve, though single readings can be large; an effect the other way counts as inactive or inconclusive. The list is partial. The share of hits here may be higher or lower than overall.

Order of values – Luciferase inh	Epigenetic mod
- CCOc1ccc(NC(=O)CSC2=C(C#N)C(c3ccc4c(c3)OCO4)CC(=O)N2)cc1 (configuration not stated)
→ 0%[25.5 µM]	-3%[20.6 µM]
- COC(=O)CSc1nc(N)c2c3c(sc2n1)CCCC3
→ 13µM*	0%[20.6 µM]
- Cc1cc(=O)n2[nH]cnc2n1
→ 1%[25.5 µM]	-3%[20.6 µM]
- Cc1cc(=O)n(CCC(=O)O)c2ccccc12
→ 2%[25.5 µM]	-3%[20.6 µM]
- Cc1cc(OCCN2CCCCC2)nc2ccccc12
→ 0%[25.5 µM]	4%[20.6 µM]
- O=C(CC1SC2=NCCN2C1=O)Nc1ccccc1 (configuration not stated)
→ 3%[25.5 µM]	4%[20.6 µM]
- CCCCNC(=O)N1CCOCCOCCN(C(=O)NCCCC)CCOCCOCC1
→ 1%[25.5 µM]	0%[20.6 µM]
- CCCCCC(=O)N1CC2(CC)CN(C(=O)CCCCC)CC(CC)(C1)C2=O
→ 1%[25.5 µM]	3%[20.6 µM]
- COc1ccc(-c2c3c([nH]c(=S)c2C#N)CCC3)cc1
→ -3%[25.5 µM]	-3%[20.6 µM]
- Cc1cc(C)nc(NC2=NCC(=O)N2c2ccccc2)n1
→ 0%[25.5 µM]	-3%[20.6 µM]
- COc1ccccc1C1/C(=C(/O)c2ccc(C)cc2)C(=O)C(=O)N1Cc1ccco1 (configuration not stated)
→ 0%[25.5 µM]	0%[20.6 µM]
- CCOC(=O)CC(C#N)c1cn(C)c2ccccc12 (configuration not stated)
→ -2%[25.5 µM]	-2%[20.6 µM]
- Cc1nc(NCc2ccccc2)c(C(N)=O)c2c1COC(C)(C)C2
→ 0%[25.5 µM]	3%[20.6 µM]
- CCOC(=O)C(C)Oc1nc(Oc2ccccc2)nc(N(C)C)n1 (configuration not stated)
→ 0%[25.5 µM]	-2%[20.6 µM]
- CCCc1[nH]n(-c2nc3ccccc3s2)c(=O)c1C=NCCN1CCOCC1
→ -4%[25.5 µM]	0%[20.6 µM]

Single records, as listed above.
`Cc1cc(=O)n2[nH]cnc2n1` is listed with Luciferase inh = 1%[25.5 µM]; Epigenetic mod = -3%[20.6 µM]
`Cc1cc(OCCN2CCCCC2)nc2ccccc12` is listed with Luciferase inh = 0%[25.5 µM]; Epigenetic mod = 4%[20.6 µM]

(listing goes on)
Order of values – Luciferase inh	Epigenetic mod
- CCCCn1c(=O)n(C)c(=O)c2c3c(sc21)COC(C)(C)C3
→ 1%[25.5 µM]	-5%[20.6 µM]
- CC(C)COc1ccc(C(=O)NC(CC(C)C)C(=O)O)cc1 (configuration not stated)
→ 3%[25.5 µM]	-5%[20.6 µM]
- O=C1C(=O)N(Cc2cccnc2)C(c2ccccn2)/C1=C(/O)c1ccc(Br)cc1 (configuration not stated)
→ 1%[25.5 µM]	4%[20.6 µM]
- CCc1nnc(NC(=O)CSc2nc(C)c3c(c2C#N)CCCC3)s1
→ -10%[25.5 µM]	-3%[20.6 µM]
- CN1CCN(c2c3c(c(C#N)c4nc5ccccc5n24)CCCC3)CC1
→ 2%[25.5 µM]	4%[20.6 µM]
- COc1ccc2c(c1)[nH]c1c(=O)n(CCN(C)C)cnc12
→ -2%[25.5 µM]	0%[20.6 µM]
- Cc1cc(=O)oc2c(CN3CCCCC3)c(O)c(Cl)cc12
→ 1%[25.5 µM]	0%[20.6 µM]
- COc1ccc(CC(=O)n2c(CC#N)nc3ccccc32)cc1OC
→ 1%[25.5 µM]	3%[20.6 µM]
- C=CCn1c(N)c(C(=O)Nc2ccccc2)c2nc3ccccc3nc21
→ 1%[25.5 µM]	0%[20.6 µM]
- CCOc1ccc(/C(O)=C2/C(=O)C(=O)N(c3cc(C)on3)C2c2ccc(C(=O)OC)cc2)cc1 (configuration not stated)
→ 3%[25.5 µM]	-2%[20.6 µM]
- CCSC1=C(C#N)C(c2cccs2)C(C(=O)OC)=C(C)N1 (configuration not stated)
→ 0%[25.5 µM]	-2%[20.6 µM]
- Cc1nn(C)cc1/C=N/O
→ 0%[25.5 µM]	2%[20.6 µM]
- CCCc1cc(NCCCCO)n2c(nc3ccccc32)c1C#N
→ -5%[25.5 µM]	-4%[20.6 µM]
- COc1ccc(CCn2c(C)cc3c(c2=O)C(c2ccc4c(c2)OCO4)C(C#N)=C(N)O3)cc1OC (configuration not stated)
→ 1%[25.5 µM]	-4%[20.6 µM]
- COC(=O)CN(c1cc(OC)ccc1OC)S(=O)(=O)c1ccc(OC)c(OC)c1
→ 1%[25.5 µM]	-2%[20.6 µM]

Given field by field: part of the list above
CN1CCN(c2c3c(c(C#N)c4nc5ccccc5n24)CCCC3)CC1
  Luciferase inh: 2%[25.5 µM]	Epigenetic mod: 4%[20.6 µM]

COc1ccc2c(c1)[nH]c1c(=O)n(CCN(C)C)cnc12
  Luciferase inh: -2%[25.5 µM]	Epigenetic mod: 0%[20.6 µM]

The list goes on.
Order of values – Luciferase inh	Epigenetic mod
- CCOC(=O)NC(Nc1cc(C)on1)(C(F)(F)F)C(F)(F)F
→ 3%[25.5 µM]	10%[20.6 µM]
- O=c1[nH]c(CN2CCCCC2)nc2c1C1(CCCC1)Cc1ccccc1-2
→ 0%[25.5 µM]	-3%[20.6 µM]
- CCc1ccc(-c2cn3nc(C)c(C)nc3n2)cc1
→ 1µM*	4%[20.6 µM]
- O=C(O)CC1SC(=Nc2cccc(C(F)(F)F)c2)NC1=O (configuration not stated)
→ 3%[25.5 µM]	2%[20.6 µM]
- c1ccc2c(c1)nc(CN1CCOCC1)n1c3ccccc3nc21
→ -1%[25.5 µM]	10%[20.6 µM]
- CCCOc1ccc(N2C(=O)CC(N(CCC)C(=O)CCC(=O)O)C2=O)cc1 (configuration not stated)
→ -1%[25.5 µM]	0%[20.6 µM]
- Cn1c(/C(C#N)=C/Nc2ccccn2)nc2ccccc21
→ -3%[25.5 µM]	-4%[20.6 µM]
- c1coc(CNc2ncnc3ccccc23)c1
→ 1%[25.5 µM]	3%[20.6 µM]
- Cc1nn(CC(N)=O)c(=O)c2ccccc12
→ -1%[25.5 µM]	0%[20.6 µM]
- C=CCSc1nc(C)c(CC=C)c(=O)[nH]1
→ 1%[25.5 µM]	0%[20.6 µM]
- C/C(=C\C(=O)O)CC(=O)O
→ 2%[25.5 µM]	0%[20.6 µM]
- COc1ccc(CCCNC(=O)CC#N)cc1OC
→ 2%[25.5 µM]	2%[20.6 µM]
- CSc1nc2sc3c(c2c2nnnn12)CC(C)(C)OC3
→ 1%[25.5 µM]	10%[20.6 µM]
- COc1ccc(CC(=O)OCN2C(=O)c3ccccc3C2=O)cc1
→ 2%[25.5 µM]	0%[20.6 µM]
- CCCCC[C@H](O)/C=C/[C@H]1C=CC(=O)[C@@H]1C/C=C\CCCC(=O)O
→ 1%[25.5 µM]	2%[20.6 µM]
- CCN(CC)S(=O)(=O)c1cccc2c(N(C)C)cccc12
→ 0%[25.5 µM]	0%[20.6 µM]
- O=c1c2sc3nc(N4CCOCC4)c4c(c3c2ncn1Cc1ccco1)CCCC4
→ 0%[25.5 µM]	0%[20.6 µM]
- CCCn1c(SCC#N)nc2c(c1=O)C1(CCCC1)Cc1ccccc1-2
→ 1%[25.5 µM]	-4%[20.6 µM]
- COc1ccc(OC)c(NS(=O)(=O)c2ccc(N3CCCC3=O)cc2)c1
→ -5%[25.5 µM]	-1%[20.6 µM]
- CCC(C)Nc1nc(OC)nc(N(C)C#N)n1 (configuration not stated)
→ 2%[25.5 µM]	2%[20.6 µM]
- CCCNC1=C(C)C(=O)CC1
→ 2%[25.5 µM]	3%[20.6 µM]
- CCOc1ccc(S(=O)(=O)N(C)CCO)cc1-c1nc2c(C(C)(C)C)nn(C)c2c(=O)[nH]1
→ 2%[25.5 µM]	2%[20.6 µM]
- Clc1ccccc1CN(Cc1ccccc1)c1ncnc2nc[nH]c12
→ 3%[25.5 µM]	0%[20.6 µM]
- Cc1[nH]c2ccc(F)cc2c(=O)c1SC(F)(F)C(F)C(F)(F)F (configuration not stated)
→ 0%[25.5 µM]	2%[20.6 µM]
- Cc1cc(C)n(C(=O)CNC(=O)C2COc3ccccc3O2)n1 (configuration not stated)
→ 2%[25.5 µM]	-3%[20.6 µM]
- CCC(=O)N[C@@H]1CC(C(C)(C)NC(=O)CC)CC=C1C (some centres not stated)
→ 0%[25.5 µM]	0%[20.6 µM]
- COc1cc(OC)cc(C(=O)N2CCC(N3CCCCCC3)CC2)c1
→ -1%[25.5 µM]	-4%[20.6 µM]
- Cc1ccccc1COc1ccc(/C(O)=C2/C(=O)C(=O)N(CCCn3ccnc3)C2c2ccco2)cc1 (configuration not stated)
→ -1%[25.5 µM]	4%[20.6 µM]
- FC(F)(F)c1cccc(N2CCc3cn[nH]c32)c1
→ -10%[25.5 µM]	3%[20.6 µM]
- C=CCn1cnc2c(c1=O)c1nc3ccccc3nc1n2-c1ccc(Cl)cc1
→ 3%[25.5 µM]	7%[20.6 µM]
- Cc1ccc(Cn2ncc3c(N4CCOCC4)ncnc32)cc1
→ 1%[25.5 µM]	6%[20.6 µM]
- O=C(c1ccco1)N1CCN(CCOCCOc2cccc3ccccc23)CC1
→ 0%[25.5 µM]	0%[20.6 µM]
- Nc1nnnn1/N=C/c1ccccn1
→ -2%[25.5 µM]	0%[20.6 µM]
- CC[C@H]1OC(=O)C[C@@H](O)[C@H](C)[C@@H](O[C@@H]2O[C@H](C)C[C@H](N(C)C)[C@H]2O)[C@@H](CC=O)C[C@@H](C)C(=O)C=C[C@]2(C)O[C@H]2[C@@H]1C
→ 0%[25.5 µM]	0%[20.6 µM]
- CC(C(=O)N(C)C)N(C#N)c1nc(N(C)C)nc(N(C)C)n1 (configuration not stated)
→ -1%[25.5 µM]	-2%[20.6 µM]
- CCCOc1cccc(C2/C(=C(/O)c3ccccc3)C(=O)C(=O)N2CCN(C)C)c1 (configuration not stated)
→ 1%[25.5 µM]	-4%[20.6 µM]
- Cc1ccc(CNC(=O)c2cc3c(=O)n4ccccc4nc3n(CC3CCCO3)c2=N)cc1 (configuration not stated)
→ 0%[25.5 µM]	-6%[20.6 µM]
- CCOCCn1c(SCc2c(F)cccc2Cl)nc2c1c(=O)[nH]c(=O)n2C
→ 1%[25.5 µM]	0%[20.6 µM]
- CCCc1nn(C)c2c1C(c1cccnc1)C(C#N)=C(N)O2 (configuration not stated)
→ 1%[25.5 µM]	5%[20.6 µM]
- CC1(C2(O)CC(c3ccccc3)ON2)CCCCC1 (configuration not stated)
→ -3%[25.5 µM]	3%[20.6 µM]
- CCCC1C2C(=O)N(c3ccccc3OC)C(=O)C2ON1c1ccccc1 (configuration not stated)
→ 2%[25.5 µM]	0%[20.6 µM]
- CC1(C)Cc2c(C#N)c(N3CCN(C(=O)c4ccco4)CC3)nc(-c3ccco3)c2CS1
→ 0%[25.5 µM]	-3%[20.6 µM]
- Cc1ccc(NC(=O)CSC2=C(C#N)C(c3ccco3)C3=C(CCCC3=O)N2)cc1 (configuration not stated)
→ -3%[25.5 µM]	28%[20.6 µM]

Arranged by molar mass (smallest number first): 5 of the compounds above
Order of values – Luciferase inh	Epigenetic mod
- O=C(CC1SC2=NCCN2C1=O)Nc1ccccc1 (configuration not stated)
→ 3%[25.5 µM]	4%[20.6 µM]
- CCCn1c(SCC#N)nc2c(c1=O)C1(CCCC1)Cc1ccccc1-2
→ 1%[25.5 µM]	-4%[20.6 µM]
- CCOCCn1c(SCc2c(F)cccc2Cl)nc2c1c(=O)[nH]c(=O)n2C
→ 1%[25.5 µM]	0%[20.6 µM]
- CCOc1ccc(NC(=O)CSC2=C(C#N)C(c3ccc4c(c3)OCO4)CC(=O)N2)cc1 (configuration not stated)
→ 0%[25.5 µM]	-3%[20.6 µM]
- CCCCNC(=O)N1CCOCCOCCN(C(=O)NCCCC)CCOCCOCC1
→ 1%[25.5 µM]	0%[20.6 µM]

High-throughput results as filed in PubChem.
